Screening results as filed in PubChem.
Lipid droplet: modulators of hepatic lipid droplet formation | inhibition, % at 6.5 µM | AML12 mouse hepatocytes, oleate lipid droplets, BODIPY imaging | hit rate 0.4% among 240,000;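 active = lipid droplet intensity inhibited by at least 50%, with more than 500 cells counted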
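Assay system: AML12 mouse liver cells | Compound: 6.5 µM single-point dosing | Schedule: Overnight exposure | Technique: Fluorescence imaging, 20x objective, two fields per well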
West Nile virus CPE: West Nile virus antiviral activity, cell-based, CPE readout (AID 1621); West Nile virus-infected cells, CPE inhibition; higher % means a stronger effect; CPE inhibition, % at 10 µM; hits with a dose series show IC50 in µM; hit rate 0.02% among 290,000; in the data active = a potency from the dose series; also: strong numbers were not always called active
Autophagy mod: modulators of autophagy. MEF GFP-LC3 puncta imaging; test concentration mostly 10 µM. calls only at 10 µM (by protocol). hit rate 0.98% among 190,000. AID 463193;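 active = percentage of spot-positive cells more than 3 SD above its plate mean, without a fluorescence outlier flag or 80% toxicity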;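 also: spot-positive cell cutoff set from DMSO-treated cells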
WT yeast gro inh: growth inhibition of WT yeast, mitochondrial fusion screen. mitochondrial fusion phenotypic screen, WT strain. inhibition, % at 10 µM. hit rate 2.1% among 190,000; in the data active = inhibition above about 58%; tested in S. cerevisiae
Ins promoter up: MIN6 insulin promoter up-regulation; z-score at 5 µM; MIN6 insulin promoter-GFP reporter, high-content imaging; stronger effect = higher value; hit rate 0.3% among 190,000;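 active = z-score above 3 at 5 µM with at least 500 cells counted in the well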
T cell HTS: modulates CD8 T cell binding to vesicles; 2C CD8+ T cell-vesicle binding, flow cytometry; stronger effect = lower value; calls only at 7 µM; hit rate 0.068% among 330,000;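 active = response, share of CD8 T cells binding vesicles, and their 90th percentile fluorescence all below set limits, cut at about 80% in these data, passing the limit was not always enough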
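material = purified 2C TCR transgenic mouse naive CD8+ T cells | controls = Unloaded micro-vesicles (low), QL9 vesicles with 0.7% DMSO (high) | detection = cytometric PE anti-B7-1 and Alexa647 anti-CD8 signals after 1% paraformaldehyde fixation | incubation = binding step 1.5 h, 37 °C, antibody labelling 20 min, ice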
MT stabilizer: stabilizes microtubules in HeLa cells; % tubulin-high responders, % at 10 µM; AID 2205; HeLa tubulin immunostaining HCS, 24 h; share of cells brighter than vehicle mean+2SD; hit rate 0.83% among 200,000;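 active = plate Z-score above 3 for both tubulin-high and condensed-nucleus cell shares, with cell loss under 80%, at 10 µM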;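 also: anti alpha tubulin signal scored within the nucleus-defined area of each cell; some results filed as inactive read as strong as hits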
bCat nuc transl: alters nuclear translocation of beta-catenin in HeLa cells | immunofluorescence imaging | nuclear translocation activity, % at 5 µM | hit rate 0.3% among 190,000;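 active = nuclear translocation activity above 50% at 5 µM, with a well cell count of 50 or more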;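 also: per-cell ratio of nuclear to cytoplasmic median beta-catenin stain intensity; plate controls were DMSO negative control for no effect and GSK-3 inhibitor IX positive control for full effect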
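Assay system: human HeLa cells, native beta-catenin; doses: 5 µM primary, 0.02–20 µM confirmation; incubation: compound treatment 24 h, 37°C, 5% CO2; technique: fluorescence imaging of beta-catenin antibody stain plus DAPI; measure: % activation, nuclear-to-cytoplasmic median beta-catenin signal ratio per cell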
Myeloid diff MLP: promotes myeloid progenitor differentiation; ER-HoxA9 myeloid progenitors, lysozyme-GFP differentiation, flow cytometry; calls only at 10 µM; hit rate 1% among 360,000; AID 624256;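 active = normalized GFP-positive differentiation at or above the plate's own cutoff, the solvent-only control mean plus 3 SD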;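 also: cells exposed to compound for four days before flow analysis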
WT yeast gro inh mutant strain: further read-out of WT yeast gro inh, marked with its call; inhibition, %; mitochondrial fusion phenotypic screen, mutant strain inhibition
Ins promoter up cell count: further read-out of Ins promoter up, marked with its call; cell count; measured here: cytotoxicity, nuclei count;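 total cells summed across four imaged fields per well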
Lipid droplet cells 6.5 µM: further read-out of Lipid droplet, marked with its call; cell count; measured here: cell count, cytotoxicity flag;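 cells counted across two imaged fields per well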
bCat nuc transl cell count 5 µM: also measured in bCat nuc transl; calls as there; cell count; measured here: cell count, cytotoxicity flag
T cell HTS vesicle-bound %: second read-out of T cell HTS, no call of its own (marks repeat the call); double positive events, %; measured here: CD8+ vesicle-bound cell fraction;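 binding gate set so that unloaded-vesicle control wells show 10% double positive cells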
MT stabilizer Hoechst-high %: recorded beside MT stabilizer, whose call it bears; % Hoechst-high responders; measured here: nuclear condensation Hoechst responders;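 share of cells brighter than vehicle mean plus two SD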
MT stabilizer cytotoxicity %: further read-out of MT stabilizer, marked with its call; toxicity, %; measured here: cytotoxicity by cell density;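 0% = mean cell density of plate MIN control wells and 100% = no cells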
Autophagy mod cell loss 18 h: recorded beside Autophagy mod, whose call it bears; toxicity, %; measured here: cell loss, nuclei count;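 cell loss after 18 h compound exposure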
Myeloid diff MLP GFP+ MAC1+ %: recorded beside Myeloid diff MLP, whose call it bears; GFP+ MAC1+ double positive, %; measured here: differentiation confirmed by MAC1 staining
* hit, by the source's call; & = joins results of further samples.

Start of the data: the first two compounds (preview)
Screening O=C(N/N=C/c1ccco1)c1ccc(C(=O)N/N=C/c2ccco2)o1 returned Lipid droplet -5, West Nile virus CPE 0.2%, Autophagy mod inactive, WT yeast gro inh 2, Ins promoter up 0.2, T cell HTS inactive, MT stabilizer 7.1, bCat nuc transl -2.8, Myeloid diff MLP inactive, WT yeast gro inh mutant strain 6, Ins promoter up cell count 1596, Lipid droplet cells 6.5 µM 650, bCat nuc transl cell count 5 µM 1088, T cell HTS vesicle-bound % 55, MT stabilizer Hoechst-high % 1.8, MT stabilizer cytotoxicity % 5.7, Autophagy mod cell loss 18 h -23 and Myeloid diff MLP GFP+ MAC1+ % 1.1.
N/C(=N\OC(=O)Cc1cccs1)c1ccc(Br)cc1 was read as Lipid droplet -2, West Nile virus CPE -0.2%, Autophagy mod inactive, WT yeast gro inh 18, Ins promoter up 0.08, T cell HTS inactive, MT stabilizer 4.2, bCat nuc transl 0.1, Myeloid diff MLP inactive, WT yeast gro inh mutant strain -3, Ins promoter up cell count 1304, Lipid droplet cells 6.5 µM 679, bCat nuc transl cell count 5 µM 963, T cell HTS vesicle-bound % 58, MT stabilizer Hoechst-high % 2.7, MT stabilizer cytotoxicity % 4.6, Autophagy mod cell loss 18 h -2 and Myeloid diff MLP GFP+ MAC1+ % 0.8.

Results, from the start:
Screening O=C(N/N=C/c1ccco1)c1ccc(C(=O)N/N=C/c2ccco2)o1 returned Lipid droplet -5, West Nile virus CPE 0.2%, Autophagy mod inactive, WT yeast gro inh 2, Ins promoter up 0.2, T cell HTS inactive, MT stabilizer 7.1, bCat nuc transl -2.8, Myeloid diff MLP inactive, WT yeast gro inh mutant strain 6, Ins promoter up cell count 1596, Lipid droplet cells 6.5 µM 650, bCat nuc transl cell count 5 µM 1088, T cell HTS vesicle-bound % 55, MT stabilizer Hoechst-high % 1.8, MT stabilizer cytotoxicity % 5.7, Autophagy mod cell loss 18 h -23 and Myeloid diff MLP GFP+ MAC1+ % 1.1.
N/C(=N\OC(=O)Cc1cccs1)c1ccc(Br)cc1 was read as Lipid droplet -2, West Nile virus CPE -0.2%, Autophagy mod inactive, WT yeast gro inh 18, Ins promoter up 0.08, T cell HTS inactive, MT stabilizer 4.2, bCat nuc transl 0.1, Myeloid diff MLP inactive, WT yeast gro inh mutant strain -3, Ins promoter up cell count 1304, Lipid droplet cells 6.5 µM 679, bCat nuc transl cell count 5 µM 963, T cell HTS vesicle-bound % 58, MT stabilizer Hoechst-high % 2.7, MT stabilizer cytotoxicity % 4.6, Autophagy mod cell loss 18 h -2 and Myeloid diff MLP GFP+ MAC1+ % 0.8.
Screening O=C(O)C(O)c1ccccc1 (stereo not drawn) returned Lipid droplet -1, West Nile virus CPE -0.2%, WT yeast gro inh -1, Ins promoter up 0.55, T cell HTS inactive, bCat nuc transl -0.6, Myeloid diff MLP inactive, WT yeast gro inh mutant strain 12, Ins promoter up cell count 1494, Lipid droplet cells 6.5 µM 744, bCat nuc transl cell count 5 µM 1151, T cell HTS vesicle-bound % 22&21 and Myeloid diff MLP GFP+ MAC1+ % 0.9&3.0.
COc1ccc(OC)c(NC(=O)c2ccc(-c3csc(C)n3)cc2)c1 was read as Lipid droplet -2, West Nile virus CPE -0.2%, T cell HTS inactive, Myeloid diff MLP inactive, Lipid droplet cells 6.5 µM 809, T cell HTS vesicle-bound % 16 and Myeloid diff MLP GFP+ MAC1+ % 0.7.
Screening CS(=O)(=O)N1CCCC(C(=O)NCCCN2CCN(Cc3ccccc3)CC2)C1 (stereo not drawn) returned West Nile virus CPE 2.9%, Autophagy mod inactive, WT yeast gro inh -3, Ins promoter up 0.31, T cell HTS inactive, MT stabilizer 2.2, bCat nuc transl -0.7, Myeloid diff MLP inactive, WT yeast gro inh mutant strain -11, Ins promoter up cell count 1182, bCat nuc transl cell count 5 µM 760, T cell HTS vesicle-bound % 30, MT stabilizer Hoechst-high % 2.7, MT stabilizer cytotoxicity % 12, Autophagy mod cell loss 18 h 0 and Myeloid diff MLP GFP+ MAC1+ % 1.9.
`CCC(C)n1c(=O)c(C(=O)Nc2ccccc2S(N)(=O)=O)c(O)c2ccccc21` (stereo not drawn) gave West Nile virus CPE -0.9%, Autophagy mod inactive, WT yeast gro inh 65*, Ins promoter up 1.1, T cell HTS inactive, MT stabilizer 1.9, bCat nuc transl 0.3, Myeloid diff MLP inactive, WT yeast gro inh mutant strain 21*, Ins promoter up cell count 1182, bCat nuc transl cell count 5 µM 926, T cell HTS vesicle-bound % 54, MT stabilizer Hoechst-high % 2.7, MT stabilizer cytotoxicity % 10, Autophagy mod cell loss 18 h -9 and Myeloid diff MLP GFP+ MAC1+ % 0.5.
CCOc1cccc(CN2CCC(n3nccc3NC(=O)c3ccc4c(c3)OCO4)CC2)c1 was read as Lipid droplet 7, West Nile virus CPE -0.3%, T cell HTS inactive, Myeloid diff MLP inactive, Lipid droplet cells 6.5 µM 829, T cell HTS vesicle-bound % 29 and Myeloid diff MLP GFP+ MAC1+ % 0.8.
For COc1cc2c(cc1OC)C1=C(C#N)CC/C(=N\S(=O)(=O)c3ccccc3)N1CC2 the results were West Nile virus CPE -0.1%, Autophagy mod inactive, WT yeast gro inh 13, Ins promoter up -0.97, T cell HTS inactive, MT stabilizer 4.5, Myeloid diff MLP inactive, WT yeast gro inh mutant strain 1, Ins promoter up cell count 974, T cell HTS vesicle-bound % 24, MT stabilizer Hoechst-high % 6.1, MT stabilizer cytotoxicity % 3.0, Autophagy mod cell loss 18 h 6 and Myeloid diff MLP GFP+ MAC1+ % 2.4.
Screening CC1CCN(C(=O)CCN2C(=O)C3C4C=CC(C4)C3C2=O)CC1 (stereo not drawn) returned Lipid droplet -1, West Nile virus CPE -0.5%, T cell HTS inactive, Myeloid diff MLP inactive, Lipid droplet cells 6.5 µM 777, T cell HTS vesicle-bound % 38 and Myeloid diff MLP GFP+ MAC1+ % 2.3.
`CCC(C)(C)n1nnnc1C(c1cc(OC)ccc1OC)N1CCC(C(N)=O)CC1` (stereo not drawn) gave Lipid droplet -43, West Nile virus CPE 1.3%, Autophagy mod inactive, WT yeast gro inh -19, Ins promoter up -0.05, T cell HTS inactive, MT stabilizer 2.1, bCat nuc transl 0.4, Myeloid diff MLP inactive, WT yeast gro inh mutant strain 8, Ins promoter up cell count 1094, Lipid droplet cells 6.5 µM 712, bCat nuc transl cell count 5 µM 1102, T cell HTS vesicle-bound % 9, MT stabilizer Hoechst-high % 1.8, MT stabilizer cytotoxicity % 3.7, Autophagy mod cell loss 18 h 2 and Myeloid diff MLP GFP+ MAC1+ % 0.8.
For Cc1ccc(C)c(OCC(O)CN2CCc3ccccc3C2)c1C (stereo not drawn) the results were Lipid droplet -15, West Nile virus CPE -1.1%, T cell HTS inactive, Myeloid diff MLP inactive, Lipid droplet cells 6.5 µM 857, T cell HTS vesicle-bound % 47 and Myeloid diff MLP GFP+ MAC1+ % 2.0.
Cc1cc(NS(=O)(=O)c2ccc(NC(=O)c3cc4ccccc4o3)cc2)no1 was read as Lipid droplet 13, West Nile virus CPE 0.2%, Autophagy mod inactive, WT yeast gro inh -7, Ins promoter up -0.23, MT stabilizer 2.9, WT yeast gro inh mutant strain -5, Ins promoter up cell count 958, Lipid droplet cells 6.5 µM 813, MT stabilizer Hoechst-high % 2.2, MT stabilizer cytotoxicity % 10 and Autophagy mod cell loss 18 h -12.
Screening Cc1ccc2c(c1)N(CC(=O)N1CCC(C)CC1)C(=O)c1cccnc1O2 returned Lipid droplet -4, West Nile virus CPE -0.3%, T cell HTS inactive, Myeloid diff MLP inactive, Lipid droplet cells 6.5 µM 697, T cell HTS vesicle-bound % 4 and Myeloid diff MLP GFP+ MAC1+ % 1.3.
`O=C(NNC(=O)c1cccs1)c1ccc(Cl)c(Cl)c1` gave Lipid droplet -2, West Nile virus CPE -0.8%, Autophagy mod inactive, WT yeast gro inh 1, Ins promoter up -0.32, T cell HTS inactive, MT stabilizer 1.8, bCat nuc transl -2.9, Myeloid diff MLP inactive, WT yeast gro inh mutant strain -1, Ins promoter up cell count 1295, Lipid droplet cells 6.5 µM 662, bCat nuc transl cell count 5 µM 577, T cell HTS vesicle-bound % 44, MT stabilizer Hoechst-high % 1.8, MT stabilizer cytotoxicity % 3.2, Autophagy mod cell loss 18 h 20 and Myeloid diff MLP GFP+ MAC1+ % 0.5.
For O=C(Nc1ccc(F)cc1)N1CCCN(c2nccc(C(F)(F)F)n2)CC1 the results were Lipid droplet -11, West Nile virus CPE -0.9%, Ins promoter up -0.32, T cell HTS inactive, bCat nuc transl -2.0, Myeloid diff MLP inactive, Ins promoter up cell count 1438, Lipid droplet cells 6.5 µM 733, bCat nuc transl cell count 5 µM 1166, T cell HTS vesicle-bound % 31 and Myeloid diff MLP GFP+ MAC1+ % 0.3.
Screening Cn1cc(S(=O)(=O)CC(=O)Nc2ccc3c(c2)OCCO3)c2ccccc21 returned Lipid droplet -3, West Nile virus CPE -0.4%, Autophagy mod inactive, WT yeast gro inh 2, Ins promoter up 0.01, T cell HTS inactive, MT stabilizer 2.1, bCat nuc transl 2.0, Myeloid diff MLP inactive, WT yeast gro inh mutant strain -8, Ins promoter up cell count 1083, Lipid droplet cells 6.5 µM 736, bCat nuc transl cell count 5 µM 1057, T cell HTS vesicle-bound % 29, MT stabilizer Hoechst-high % 1.3, MT stabilizer cytotoxicity % 3.9, Autophagy mod cell loss 18 h -1 and Myeloid diff MLP GFP+ MAC1+ % 1.7.
`COc1ccc(N(C)C(=O)c2ccc3c(c2)nnn3C)cc1` gave Lipid droplet 8, West Nile virus CPE -0.7%, Autophagy mod inactive, WT yeast gro inh -7, Ins promoter up -0.22, T cell HTS inactive, MT stabilizer 2.7, bCat nuc transl 2.6, Myeloid diff MLP inactive, WT yeast gro inh mutant strain -7, Ins promoter up cell count 1617, Lipid droplet cells 6.5 µM 758, bCat nuc transl cell count 5 µM 917, T cell HTS vesicle-bound % 53, MT stabilizer Hoechst-high % 1.2, MT stabilizer cytotoxicity % 5.8, Autophagy mod cell loss 18 h 5 and Myeloid diff MLP GFP+ MAC1+ % 0.0.
